# From PubChem
# APP 5'UTR act: APP 5'UTR luciferase reporter activation; SH-SY5Y APP 5'UTR luciferase reporter, luminescence; zero percent = DMSO vehicle wells; activation, % at 2 µM; hit rate 1% among 190,000; AID 1276;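 active = activation above a set limit, based on mean plus 3 SD of controls, cut at about 140% in these data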; note: values of inactives mirror those of a sister screen read the other way
# FLuc inhib CS: counter-screen for luciferase assay inhibitors: firefly luciferase inhibition; hit rate 1.5% among 200,000; AID 1006; inhibition, % at 10 µM; ATPLite firefly luciferase biochemical luminescence, 10 min;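 active = inhibition above about 50% when tested at 10 µM, limit read from the data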
# Target sequence (P08659 whole entry, looked up): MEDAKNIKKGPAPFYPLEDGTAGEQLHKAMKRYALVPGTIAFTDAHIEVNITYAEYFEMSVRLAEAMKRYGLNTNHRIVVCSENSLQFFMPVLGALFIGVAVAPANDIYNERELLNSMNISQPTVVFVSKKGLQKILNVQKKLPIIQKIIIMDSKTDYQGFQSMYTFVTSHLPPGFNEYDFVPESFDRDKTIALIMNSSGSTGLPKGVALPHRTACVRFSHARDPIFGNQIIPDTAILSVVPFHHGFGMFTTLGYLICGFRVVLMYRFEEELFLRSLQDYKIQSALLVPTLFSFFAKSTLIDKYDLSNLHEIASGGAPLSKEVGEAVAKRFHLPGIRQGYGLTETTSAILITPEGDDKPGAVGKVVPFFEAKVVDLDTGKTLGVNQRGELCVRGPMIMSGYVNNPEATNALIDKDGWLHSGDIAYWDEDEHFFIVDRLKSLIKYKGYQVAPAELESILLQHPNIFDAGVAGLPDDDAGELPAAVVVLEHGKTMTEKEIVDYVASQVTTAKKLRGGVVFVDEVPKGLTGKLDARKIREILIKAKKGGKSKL
# HMGR II inh: blocks class II HMG-CoA reductase of Enterococcus faecalis | AID 1066 | inhibition, % at 10 µM | hit rate 0.41% among 190,000 | purified E. faecalis HMGR, NADPH absorbance 340 nm kinetic;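 active = inhibition above a set limit, the median over all tested compounds plus 3 SD, cut at about 9.5% in these data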;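 note: enzyme runs in reverse so mevalonate oxidation gives rising NADPH absorbance; 0% = complete reaction with DMSO and 100% = background rate lacking mevalonate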
# STAT1 act: increases IFN-gamma driven STAT1 reporter signal | activation (% of control), % at 5.5 µM | AID 932 | NIH 3T3 STAT1-luciferase reporter, luminescence; 100% = IFN-gamma alone, no compound | hit rate 2.6% among 200,000;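 active = activation above the screen-wide mean activation plus 3 SD, cut at about 130% in these data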;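 note: raw ratio to IFN-gamma control signal so 100% means no change and 0% no light; values of inactives mirror those of a sister screen read the other way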
# Hsp70 activator: Hsp70 transcriptional activation, primary screen. HeLa Hsp70 promoter luciferase reporter, luminescence; scaled: vehicle 0, proteasome-inhibitor control 100%. activation, % at 10 µM. hit rate 0.04% among 200,000. AID 1203;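 active = activation above the mean across all tested compounds plus 3 SD, cutoff set per campaign, cut at about 5.5% in these data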;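 note: 100% = MG132 at 30 µM as the positive control and 0% = DMSO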
# Redox H2O2 prof: compounds producing H2O2 with reducing agent – biochemical, NIH compound library profiling, artefact control for MLSCN library redox annotation, primary screen | hit rate 0.03% among 200,000 | DTT-dependent redox cycling H2O2, phenol red/HRP absorbance; 100% = 100 µM peroxide control, 0% = buffer | activation, % at 10 µM;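 active = activation of at least 50% relative to the plate's high and low controls in the primary single-dose screen; inactive = activation below 50%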;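 note: compound incubated with DTT at 0.8 mM final as the reducing agent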
# FLuc stim CS: affects firefly luciferase, flagging false hits in luciferase stimulation screens | AID 1027 | 200,000 tested, under 10 active | activation factor at 10 µM | P08659 | ATPlite luciferase biochemical, luminescence, 10 min; 0 = ATP-free wells, 1 = DMSO control;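 active = luciferase activation factor, scaled between plate controls, of at least 2 with compound at 10 µM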
#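 Assay system: Luciferase/luciferin detection reagent, cell-free biochemical luciferase assay / Read-out: luciferase activation / Benchmarks: No-ATP low control, compound-free enzyme-plus-ATP high control / Medium: PBS buffer for ATP / Detection: luminescence measurement of luciferase light output / Schedule: 10 min at ambient temperature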
# G6PDH CS: inhibits Leuconostoc G6PDH, flagging false hits in G6PDH-based assays | inhibition, % at 5 µM | AID 1020 | Purified L. mesenteroides G6PDH, diaphorase/resazurin coupled fluorescence, 45 min | hit rate 0.12% among 200,000; in the data active = inhibition above about 50%
# APP 5UTR inh: APP translation inhibition | SH-SY5Y APP 5'UTR-luciferase reporter, luminescence | inhibition, % at 2 µM | hit rate 0.82% among 190,000 | AID 1285;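 active = inhibition above a set limit, derived from the sample mean plus 3 SD, cut at about 45% in these data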; note: values of inactives mirror those of a sister screen read the other way
# NF-kB expr up: compounds increasing NF-kB expression in human neuronal cells. NF-kB reporter expression; stronger effect = higher value. fold change at 12.5 µM. hit rate 1.6% among 190,000. AID 1239; in the data active = fold change above about 3.3
# Numbers without * were called inactive; . = not tested or not shown. Compounds were not picked by outcome. About 5.3% of those tested had a hit in this group.
SMILES,APP 5'UTR act,FLuc inhib CS,HMGR II inh,STAT1 act,Hsp70 activator,Redox H2O2 prof,FLuc stim CS,G6PDH CS,APP 5UTR inh,NF-kB expr up
COCCN(C(=O)Nc1ccc(OC)cc1OC)C1CCN(C(C)C)CC1,-8,-6,0,103,-0.3,-2.0,1.1,-5,8,0.96
Cc1ccnc2c(N3C(=O)C4C5c6ccccc6C(c6ccccc65)C4C3=O)cccc12 (configuration not stated),-4,4,2,94,-0.3,-4.5,1,14,4,0.64
N#CC1=C(N)Nc2ncnn2C1c1ccc(F)cc1 (configuration not stated),-11,-6,-5,98,0.6,0.4,1.1,14,11,1.1
COc1ccc(N2CCN(C(=O)CSc3nnc(-c4cccnc4)n3-c3ccccc3)CC2)cc1,-2,-7,-1,98,-0.1,2.5,1.1,-2,2,1.4
COc1cc(-c2noc(-c3cccc(Cl)c3)n2)cc(OC)c1OC,-5,3,-1,107,-0.1,0.0,1,-31,5,1.3
CC(=O)c1ccc(NC(=O)CO/N=C(\C)c2cccs2)cc1,-20,-5,-5,95,-0.5,-0.4,1,2,20,0.95
Cc1[nH]c2ccccc2c1CCN(Cc1cccnc1)C(=S)Nc1cccc(F)c1,22,-6,6,99,-0.4,-0.8,1.1,3,-22,1.1
CCN=C(Nc1ccc2c(c1)OCO2)SC1CC(=O)N(c2ccc(OC)cc2)C1=O (configuration not stated),-1,-6,-1,102,-0.4,2.1,1.1,2,1,1.1
N#C/C(C(=O)N1CCCC1)=C1/N=C(N)c2ccccc21,0,-4,1,99,-0.2,-0.2,1,-3,0,1.4
CCc1cc2ccc(C)cc2nc1SCC(=O)Nc1cc(C)on1,2,-8,5,101,-0.4,-0.5,1.1,9,-2,0.92
COc1cc(C2NC(=S)NC(c3ccccc3)=C2C(C)=O)cc(Cl)c1OCC(=O)O (configuration not stated),2,2,-3,96,-0.2,1.7,1,7,-2,1.1
Cc1ccc2nc(SC(C)C(=O)NCc3ccco3)[nH]c2c1 (configuration not stated),8,2,1,100,-0.1,2.1,1,-3,-8,1.3
Cn1c(SCCOc2ccccc2Cl)nnc1-c1cccs1,39,0,-4,93,0.1,1.2,1,10,-38,1.7
FC(F)(F)c1nnc2ccc(N3CCCCCC3)nn12,10,-3,-1,100,0.0,1.9,1,2,-10,1.2
CC1CN(c2ncc(/C=N/NC(=O)c3ccccc3O)s2)CC(C)O1 (configuration not stated),-4,-6,-7,100,-0.2,-0.8,1.1,3,4,1
CCOC(=O)c1nc(C)n(-c2cc(Cl)cc(Cl)c2)n1,11,-6,0,98,-0.3,5.1,1.1,3,-11,1.3
Cc1nc2nc(C)c(CCC(=O)N3CCN(c4ccccn4)CC3)c(C)n2n1,0,-9,-1,100,-0.4,2.2,1.1,-2,0,0.86
O=C(COC(=O)C1(c2ccc(F)cc2)CCCC1)NCc1ccco1,-4,-2,1,100,0.0,-1.5,1,12,4,0.98
Cc1ccc(C(C)C)c(OCc2nn(CC(=O)c3ccc(OC(F)F)cc3)c3[n+]2CCCCC3)c1,-9,0,-2,87,-0.3,-0.8,1,4,9,0.37
N[C@@H](Cc1ccccc1)c1nnc(SCc2ccccc2Cl)o1,13,-3,-3,103,0.3,0.6,1,13,-14,1.5
Cn1c(SCC(N)=O)nnc1C1CCN(C(=O)NC2CCCCC2)CC1,10,-10,1,96,1.6,-1.3,1.1,-4,-10,1.4
NC(=O)CSc1nnnn1-c1ccccc1Cl,2,-8,3,112,0.2,0.1,1.1,7,-2,1.2
COc1ccccc1N1CCN(C(=O)c2cccc3c(=O)c(C)c(-c4ccccc4)oc23)CC1,10,-6,-2,96,-0.3,-0.1,1.1,-40,-10,0.5
COc1ccc(C(=O)NC(=S)NCCc2ccccc2)cc1,10,-3,-9,112,0.0,0.0,1,0,-10,1.1
CCOC(=O)CSc1nc(N)c(C#N)cc1C#N,34,-5,-3,109,-0.1,-0.1,1,-4,-34,1.7
Cc1cc(O)c(/C=N/Nc2ccccc2Cl)c(=O)o1,14,23,2,107,0.1,-3.6,0.8,1,-14,1.4
CCn1c(N2CCN(S(=O)(=O)CC)CC2)nc2ccccc21,-8,4,-2,89,-0.2,0.2,1,6,8,1
NC(=O)c1nsc(C(=O)N(c2ccccc2)C(C(=O)NCC2CCCO2)c2cccs2)c1N (configuration not stated),10,-7,-2,110,0.0,-0.2,1.1,17,-10,0.92
COc1cc(/C=C(\C#N)C(=O)NC2CCCCC2)ccc1OCc1ccc(C(=O)O)cc1,-8,4,0,106,0.5,-0.2,1,8,8,1.4
O=C(NCc1cn2ccsc2n1)Nc1ccc(Cl)cc1,-8,-5,-2,102,0.0,2.0,1,0,8,1.1
Cc1ccc(N(C(=O)CNC(=O)c2ccco2)C(C(=O)NC2CCCC2)c2cccnc2)cc1C (configuration not stated),9,-8,4,107,-0.3,0.5,1.1,11,-9,1
O=C(Nc1ccccc1N1CCOCC1)c1cccc(NS(=O)(=O)c2ccc(F)c(F)c2)c1,5,-4,5,98,-0.1,0.4,1,-1,-5,1.1
S=C(NCc1cccnc1)Nc1ccc(Cl)cc1Cl,1,-6,-2,99,-0.1,-0.9,1.1,4,-2,0.95
Cc1cc(=O)oc2c(CN(CC(C)C)CC(C)C)c(O)ccc12,13,-8,0,105,-0.5,0.0,1.1,6,-13,0.98
COc1ccc(-c2cc(=O)c(C(=O)c3ccc(C)cc3)n[nH]2)cc1,-21,4,-3,101,-0.1,-2.1,1,12,22,1.3
CCc1c(C(C)S(=O)(=O)c2ccc(C)cc2)[nH]c(=O)n1-c1ccc(C)cc1 (configuration not stated),-11,-4,1,103,-0.1,0.1,1,3,11,1.1
CCCN1C(=O)/C(=C\c2nc3ccccc3c(=O)[nH]2)c2ccccc21,-14,-10,-8,102,-0.2,-1.7,1.1,12,14,0.96
C/C(N)=C(/C#N)C(=O)CSc1nc2ccccc2c(=O)n1Cc1ccc(C)cc1,18,-2,-5,96,-0.2,-1.0,1,-4,-18,1.3
COC(=O)C1=C(C)NC2=C(C(=O)CC(C)(C)C2)C1c1ccsc1 (configuration not stated),10,-9,0,92,-0.2,0.5,1.1,-2,-10,1.1
CC(=O)c1cccc(S(=O)(=O)N2CCCC(c3nc(-c4ccc(C)o4)no3)C2)c1 (configuration not stated),69,-5,2,101,0.0,1.6,1.1,2,-69,0.66

# In the list so far, 2 have a COOH group:
SMILES,APP 5'UTR act,FLuc inhib CS,HMGR II inh,STAT1 act,Hsp70 activator,Redox H2O2 prof,FLuc stim CS,G6PDH CS,APP 5UTR inh,NF-kB expr up
COc1cc(C2NC(=S)NC(c3ccccc3)=C2C(C)=O)cc(Cl)c1OCC(=O)O (configuration not stated),2,2,-3,96,-0.2,1.7,1,7,-2,1.1
COc1cc(/C=C(\C#N)C(=O)NC2CCCCC2)ccc1OCc1ccc(C(=O)O)cc1,-8,4,0,106,0.5,-0.2,1,8,8,1.4

# Remaining list, next part:
SMILES,APP 5'UTR act,FLuc inhib CS,HMGR II inh,STAT1 act,Hsp70 activator,Redox H2O2 prof,FLuc stim CS,G6PDH CS,APP 5UTR inh,NF-kB expr up
CCOC(=O)CCCn1nc(C)n2c(cc3sccc32)c1=O,-14,-1,-4,96,-0.5,0.4,1,5,14,1.1
Cc1ccc(Nc2nnc(SCc3nc4ccccc4c(=O)[nH]3)s2)cc1,9,0,-2,103,-0.2,-0.4,1,12,-9,0.91
Cc1nc2[nH]onc2c2nccc(=O)c12,-4,-6,-4,96,-0.6,0.2,1.1,5,4,1.2
CCNc1nc(N2CCOCC2)nc(N(c2ccccc2)c2ccccc2)n1,8,0,-1,99,-0.1,2.9,1,-14,-8,0.97
Cc1cc(O)c(NC(=S)NC(=O)c2ccc(-c3ccc(Cl)cc3)o2)cc1C,-5,-5,0,112,0.2,2.2,1,-56,6,0.86
O=C(Nc1cccc2ccccc12)c1cn(-c2ccccc2)nc1-c1cccs1,5,4,2,104,-0.1,-0.1,1,1,-5,0.89
OCCN=C1CCCc2c1[nH]c1ccc(Br)cc21,3,-4,-2,99,-0.5,2.4,1,4,-3,1.4
CC(C)Oc1ccc(C(=O)Nc2ccccc2N2CCCC2)cc1,28,-4,-3,93,-0.3,-0.2,1,0,-28,0.99
Cc1cccc(C(=O)Nc2cc(OCc3cccc(F)c3)c(Cl)cc2Cl)c1,13,-5,1,104,-0.1,2.0,1.1,-30,-13,1.3
CCOC(=O)N1CCC(NC(=O)C2CCCCN2S(=O)(=O)c2ccc(F)cc2)CC1 (configuration not stated),3,-5,-7,92,0.0,0.7,1.1,0,-2,1.1
CC(C)Nc1nc(NC(N)=S)nc(NC(C)C)n1,-6,0,2,96,-0.3,-0.1,1,1,6,1.1
C/C=C(/C)C(=O)O[C@H]1[C@@H](O)c2c(ccc3ccc(=O)oc23)OC1(C)C,5,-11,4,99,0.6,0.5,1.1,12,-5,1
O=C(Oc1ccc(Cl)c2cccnc12)N1CCCCC1,25,-6,-4,98,-0.4,-2.1,1.1,12,-25,1.4
COC(=O)c1cc(=O)n(Cc2ccco2)c(=Nc2ccc(F)c(Cl)c2)s1,-8,-7,-2,112,-0.2,-1.4,1.1,5,8,2.1
Cc1cccc(Nc2nc(N3CCN(C)CC3)nc(N)c2[N+](=O)[O-])c1,1,1,-7,101,-0.1,0.7,1,25,-1,1.2
O=Cc1ccc(Sc2ncccn2)o1,-1,-2,2,98,-0.1,-0.2,1,3,1,1.1
CCN1C(=O)CSC1=NC1C2CC3CC(C2)CC1C3 (configuration not stated),-13,-3,-7,107,-0.3,-0.2,1,6,13,0.95
Cc1ccc(Cc2nc(-c3ccccn3)no2)cc1,117,27,4,127,0.3,1.6,0.7,4,-117,2.5
CC(C)COCC1CC2(CC(C)(c3csc(N)n3)OC2=O)C(=O)O1 (configuration not stated),9,-10,0,102,0.2,0.0,1.1,3,-9,1.2
Cc1noc(C)c1C(=O)NCc1ccccc1F,27,-5,2,96,0.3,-0.1,1,4,-27,1.2
COc1ccc(N2C(=O)[C@@H]3[C@H](C2=O)[C@H]2c4ccccc4C=CN2[C@@H]3C(=O)Nc2ccccc2)cc1,3,-7,-2,97,-0.1,0.2,1.1,11,-3,1.2
Cc1cc2nc(/C(C#N)=C/c3ccncc3)[nH]c2cc1C,9,4,-2,118,-0.4,-0.1,1,-7,-9,.
Cc1cccc(CCN(C(=O)Cc2cccs2)C(C(=O)NC2CCCCC2)c2cccnc2)c1 (configuration not stated),-14,0,2,96,-0.3,1.6,1,15,14,0.91
Cn1cc(S(=O)(=O)Nc2ccc(F)cc2F)c(=O)n(C)c1=O,-3,-6,2,88,-0.3,-0.5,1.1,-13,4,1.1
CC(C)c1ccc(C(=O)NNC(=O)C2CC=CCC2C(=O)O)cc1 (configuration not stated),4,5,-3,117,-0.3,-0.7,1,-4,-4,1.7
N/C(=N\OC(=O)c1ccc2c(c1)OCO2)c1cccc([N+](=O)[O-])c1,85,96*,-8,153*,0.3,-1.1,0,7,-85,3.2
CC(C)CNC(=O)c1ccc(C2SCC(=O)N2Cc2ccccc2)cc1 (configuration not stated),-3,-6,0,90,-0.1,0.0,1.1,15,3,1.2
Cc1c(C(=O)NCc2ccccc2)oc2ccc(S(=O)(=O)N3CCC4(CC3)OCCO4)cc12,-10,0,0,84,-0.5,1.0,1,-35,10,0.44
